RT RNaseH block: blocks HIV-1 RNase H cleavage of RNA/DNA duplex | inhibition, % at 10 µM | RT-RNase H RNA/DNA duplex cleavage, fluorescence | AID 565 | hit rate 1.9% among 65,000 | P04585; in the data active = inhibition above about 50%
RmlCD inh mix: mixture blocks RmlC and RmlD coupled enzyme activity | RmlC/RmlD coupled enzyme inhibition, 384-well mixture HTS | hit rate 0.39% among 110,000 | inhibition, % at 5.5 µM | AID 1532; in the data active = inhibition above about 30%, passing the limit was not always enough; note: strong numbers were not always called active
Numbers without * were called inactive; i = inactive; / = not tested or not shown. A portion of the library; rates above refer to the full screens.

entry | Compound | RT RNaseH block | RmlCD inh mix
1 | COc1cc(OC)c(S(=O)(=O)N2CCCCC2)cc1S(=O)(=O)N1CCCCC1 | -3 | -11
2 | COc1cc(CCN2C(=O)N[C@@H](CCc3ccccc3)C(C(C)=O)=C2C)cc(OC)c1OC | / | -8
3 | Cc1nnc(NC(=O)Nc2ccc(Cl)c(Cl)c2)s1 | / | 0
4 | CCN=c1scc(-c2ccco2)n1/N=C/c1ccc(O)cc1 | / | -5
5 | CCOC(=O)C1CCN(c2nc3cc(OC)ccc3cc2C#N)CC1 | -8 | -27
6 | Cc1cccc(OC2(c3ccccc3)OC(=O)c3ccccc32)c1C (centres undefined) | / | -3
7 | CCCCn1nnc(NC(=O)c2ccc(-c3ccccc3)cc2)n1 | 4 | 9
8 | CCCc1cc(=O)[nH]c(SCc2nc3ccccc3s2)n1 | / | 12
9 | COCCn1c(=S)[nH]c2ncccc2c1=O | -8 | 13
10 | CN(C)CCCOC(=O)c1cc2ccccc2o1 | -10 | 11

Filtered by structure, the entries above containing an NH in an aromatic ring (2)
entry | Compound | RT RNaseH block | RmlCD inh mix
8 | CCCc1cc(=O)[nH]c(SCc2nc3ccccc3s2)n1 | / | 12
9 | COCCn1c(=S)[nH]c2ncccc2c1=O | -8 | 13

The results go on:
entry | Compound | RT RNaseH block | RmlCD inh mix
11 | O=C(CSc1nnc(-c2ccccc2)o1)n1c2c(c3ccccc31)CCCC2 | 39 | -8
12 | COc1ccc(CNC(=O)c2c(O)c3cccc4c3n(c2=O)CCC4)cc1 | -14 | 11
13 | Cc1c(NC(=O)C(C)N2C(=O)C3C4C=CC(C4)C3C2=O)c(=O)n(-c2ccccc2)n1C (centres undefined) | -11 | -13
14 | COc1ccc(C(=O)Nc2ccccc2C(N)=O)cc1 | -15 | -6
15 | COc1cccc(/C=C2\N=C(c3c(-c4ccccc4)noc3C)OC2=O)c1OC | / | -75
16 | CN(C=C1C(=O)CC(C)(C)CC1=O)CCN1CCNCC1 | -11 | -6
17 | Cc1ccccc1C(=O)c1c[nH]c(C(=O)NCC2CCCO2)c1 (centres undefined) | / | 8
18 | O=C(C1=COCCO1)N1CCN(C(c2ccccc2)c2ccccc2)CC1 | -2 | -17
19 | COCCCNC(=O)CS(=O)(=O)Cc1nc(-c2cccc(OC)c2)oc1C | -6 | 3
20 | Cc1cc2ccccc2n2c(SCC(=O)N3CCc4ccccc4C3)nnc12 | / | 6
21 | Cc1ccc(S(=O)(=O)CCc2nnc(NC(=O)c3cnccn3)s2)cc1 | 3 | -5
22 | COc1ccc(OC)c(C2CC(=O)N3CN(c4cccc(Cl)c4C)CSC3=C2C#N)c1 (centres undefined) | 21 | 6
23 | Cc1onc(-c2ccccc2)c1C(=O)Nc1ccncc1 | -8 | -13
24 | CC(C)c1ccc(CNC(=O)CSCC(=O)Nc2ccc3ccccc3c2)cc1 | / | 9
25 | O=C1C(c2ccncc2)=C(O)c2ccccc21 | 0 | -13
26 | Cc1nc(NC(=O)COC(=O)CCS(=O)(=O)c2ccccc2Cl)c(Cl)cc1Cl | / | -13
27 | Cc1ccc(C)c(NC(=O)c2cnn3ccccc23)c1 | / | 11
28 | O=C(C1CCN(S(=O)(=O)Cc2ccccc2)CC1)N1CCCc2ccccc21 | -8 | -19
29 | CCOC(=O)C(=O)Nc1ccc2c(c1)OCO2 | / | -9
30 | Cc1ccc(S(=O)(=O)N2CCCC(C(=O)Nc3cccnc3)C2)cc1 (centres undefined) | / | -2

Molecules shown so far with an aryl methoxy group:
entry | Compound | RT RNaseH block | RmlCD inh mix
1 | COc1cc(OC)c(S(=O)(=O)N2CCCCC2)cc1S(=O)(=O)N1CCCCC1 | -3 | -11
2 | COc1cc(CCN2C(=O)N[C@@H](CCc3ccccc3)C(C(C)=O)=C2C)cc(OC)c1OC | / | -8
5 | CCOC(=O)C1CCN(c2nc3cc(OC)ccc3cc2C#N)CC1 | -8 | -27
12 | COc1ccc(CNC(=O)c2c(O)c3cccc4c3n(c2=O)CCC4)cc1 | -14 | 11
14 | COc1ccc(C(=O)Nc2ccccc2C(N)=O)cc1 | -15 | -6
15 | COc1cccc(/C=C2\N=C(c3c(-c4ccccc4)noc3C)OC2=O)c1OC | / | -75
19 | COCCCNC(=O)CS(=O)(=O)Cc1nc(-c2cccc(OC)c2)oc1C | -6 | 3
22 | COc1ccc(OC)c(C2CC(=O)N3CN(c4cccc(Cl)c4C)CSC3=C2C#N)c1 (centres undefined) | 21 | 6

Further compounds follow:
entry | Compound | RT RNaseH block | RmlCD inh mix
31 | CCn1c(COc2ccccc2C)nnc1SCC(=O)OC | 2 | -9
32 | O=C(CSc1ncn[nH]1)OCN1C(=O)c2ccccc2C1=O | -6 | -5
33 | FCCCOc1ccc(/C=N/OCc2ccc(Cl)cc2Cl)cc1 | / | 11
34 | COc1cc(O)c(C(CC(=O)N2CCCC(C)C2)c2ccc3c(c2)OCO3)c(OC)c1 (centres undefined) | / | 13
35 | Nn1c(SCC(=O)N2CCc3ccccc3C2)nnc1-c1cccs1 | / | 34
36 | N[C@@H](Cc1ccccc1)c1nnc(SCc2ccccc2F)o1 | -18 | -9
37 | CCOC(=O)CN1C(=O)S/C(=C/c2cc(C)n(C)c2C)C1=O | / | -14
38 | COc1ccccc1CC(=O)NCC1CCCO1 (centres undefined) | -3 | -10
39 | COc1ccc(CNCCSc2nnnn2C)cc1OC | / | 5
40 | CCOC(=O)CSc1nc(-c2ccc3c(c2)OCO3)ccc1C#N | 2 | i

Of the compounds above, 3 contain a cyano group:
entry | Compound | RT RNaseH block | RmlCD inh mix
5 | CCOC(=O)C1CCN(c2nc3cc(OC)ccc3cc2C#N)CC1 | -8 | -27
22 | COc1ccc(OC)c(C2CC(=O)N3CN(c4cccc(Cl)c4C)CSC3=C2C#N)c1 (centres undefined) | 21 | 6
40 | CCOC(=O)CSc1nc(-c2ccc3c(c2)OCO3)ccc1C#N | 2 | i

Next part
entry | Compound | RT RNaseH block | RmlCD inh mix
41 | CCOC(=O)Cc1csc(NC(=O)C2CCCN(S(=O)(=O)c3cnc[nH]3)C2)n1 (centres undefined) | -1 | 1
42 | Cc1cc(C)nc(-n2nc(C)c3c(C(F)F)cc(C)nc32)n1 | -1 | 7
43 | O=C(Cc1c[nH]c2ccccc12)NCc1ccc2c(c1)OCO2 | -11 | -9
44 | CC(=O)OC1CC(n2ccc(NC(=O)c3ccccc3)nc2=O)OC1CO (centres undefined) | / | 7
45 | CCOc1cc(C=O)ccc1OCCSc1ccc(Cl)cc1 | / | 6
46 | CC(C)(C)n1nnnc1C(c1ccc(F)cc1)N1CCN(Cc2ccc3c(c2)OCO3)CC1 (centres undefined) | / | -8
47 | COC(=O)COc1cc(C)cc2oc(=O)c(CC(=O)OC)c(C)c12 | -3 | 15
48 | Cn1cccc1CNCCc1ccccc1 | / | 5
49 | COc1cc(OC)cc(C(=O)Nc2ncc3c(n2)CC(C)(C)CC3=O)c1 | 4 | 7
50 | C#CCSc1nc(Cc2ccc(Cl)cc2)nc2ccccc12 | / | 10
51 | CCN1C(=O)c2cccc3c(S(=O)(=O)NCCc4c[nH]c5ccccc45)ccc1c23 | / | 1
52 | CCc1cc2c(CN3CCN(C)CC3)cc(=O)oc2cc1O | 0 | -2
53 | Cc1cc(C)c(NC(=O)c2ccccc2N(C)S(C)(=O)=O)c(C)c1 | / | 0
54 | Cc1cccc(C(=O)Nc2ccccc2C(=O)OCc2c(C)noc2C)c1 | -17 | 3
55 | CC(=O)N1CCN(Cc2nc3cc(NC(=O)c4ccccc4C)ccc3n2C)CC1 | / | 0
56 | O=c1[nH]cn[nH]1 | / | 5
57 | CCOC(=O)C1CCCN(c2c(Nc3ccc(C)c(C)c3)c(=O)c2=O)C1 (centres undefined) | -1 | -14
58 | CCOC(=O)c1c(NC(=O)c2ccco2)sc2c1CCCCC2 | -46 | -4
59 | COCCN(C(=O)Cn1nnc2ccccc21)C(C(=O)NC1CCCC1)c1cc(OC)ccc1OC (centres undefined) | -5 | -12
60 | CCOc1ccccc1NC(=O)N1CCCC(c2nc3c(nnn3Cc3ccc(C)cc3)c(=O)[nH]2)C1 (centres undefined) | -3 | 29
61 | O=C(c1cc2ccccc2o1)N1CCCCCC1 | -8 | -14
62 | O=S(=O)(NC1CCCC1)c1ccccc1Br | / | -1
63 | Cc1cc(C)c2c(CC(=O)Nc3ccc(Cl)cn3)coc2c1 | -1 | -4
64 | COc1ccccc1NC(=O)COc1cccc(-n2cnnn2)c1 | -7 | -10
65 | Cn1c(NCc2ccccc2)cc(=O)n(C)c1=O | -3 | -6
66 | Cc1ccccc1OCC(O)Cn1c(N2CCN(c3ccccc3)CC2)nc2c1c(=O)[nH]c(=O)n2C (centres undefined) | 1 | /
67 | Cc1ccc(S(=O)(=O)N2CCC(C(=O)NCCCN3CCCCCC3)CC2)cc1 | 8 | 8
68 | Cc1cc(NC(=O)c2ocnc2C)no1 | 0 | 7
69 | CO/N=C/NC(=O)c1cn(-c2ccc(F)cc2)c(=O)c2ccccc12 | / | -5
70 | Cc1ccc2nc(/C(C#N)=C\c3ccc(N4CCCCC4)c([N+](=O)[O-])c3)[nH]c2c1 | / | -3
71 | O=C(Nc1cccnc1)c1noc2c1CCCC2 | 4 | -4
72 | CN(C)c1ccc(CNCCC2(O)CCOC(C)(C)C2)cc1 (centres undefined) | -10 | -4
73 | O=c1[nH]n(-c2ccccn2)c(=O)c2ccccc12 | -2 | -11
74 | COc1ccc(OC)c(NS(=O)(=O)c2ccc3c(c2)n(C)c(=O)n3C)c1 | 5 | -30
75 | Cc1cc2ccccc2c(=O)n1CC(=O)NCC(=O)N1CCCC(C)C1 (centres undefined) | / | -17
76 | O=C(O)CCCC(=O)Nc1ccc(N2CCCC2)cc1 | 4 | -21
77 | Cc1ccc2nc(C3CCN(S(=O)(=O)c4ccc5ccccc5c4)CC3)[nH]c2c1 | / | 16
78 | Nc1nc(SCc2nc(-c3ccccc3)no2)[nH]c(=O)c1-c1ccccc1 | / | -9
79 | CC(C)CNC(=O)C1CCN(c2ccc(S(=O)(=O)N3CCOCC3)cc2Cl)CC1 | -4 | -46
80 | COc1ccc(C2=Nn3c(nnc3-c3cccnc3)SC2)cc1OC | -17 | 5

Numbers 71 to 75 of the list above:
entry | Compound | RT RNaseH block | RmlCD inh mix
71 | O=C(Nc1cccnc1)c1noc2c1CCCC2 | 4 | -4
72 | CN(C)c1ccc(CNCCC2(O)CCOC(C)(C)C2)cc1 (centres undefined) | -10 | -4
73 | O=c1[nH]n(-c2ccccn2)c(=O)c2ccccc12 | -2 | -11
74 | COc1ccc(OC)c(NS(=O)(=O)c2ccc3c(c2)n(C)c(=O)n3C)c1 | 5 | -30
75 | Cc1cc2ccccc2c(=O)n1CC(=O)NCC(=O)N1CCCC(C)C1 (centres undefined) | / | -17

Next section
entry | Compound | RT RNaseH block | RmlCD inh mix
81 | COc1ccc(-c2c/c(=N\c3nc(-c4ccccc4)c(C)s3)c3ccccc3o2)cc1O | / | 9
82 | CCOc1cc(C(=O)N2CCN=C2SC)cc(OCC)c1OCC | -7 | 39
83 | Cn1c(Cn2c(=O)sc3ccccc32)nnc1SCC(=O)NC1CCCC1 | -6 | -12
84 | COC(=O)C1=C(C)n2nnnc2NC1c1ccc(Cl)cc1 (centres undefined) | -26 | -3
85 | O=C(CSc1nc(-c2ccco2)cc(C(F)(F)F)n1)N1CCN(Cc2ccccc2)CC1 | -18 | -6
86 | CCOC(=O)C1CCN(S(=O)(=O)c2cc(Br)cc3c2N(C(=O)C2CC2)CC3)CC1 | -21 | 2
87 | O=C(CCCc1ccccc1)NCc1cn2ccsc2n1 | -5 | 3
88 | COc1cc(OC)cc(-c2nc3ccccc3s2)c1 | / | 2
89 | O=C(NCCF)C1Nc2ccc(OC(F)(F)F)cc2C2C=CCC12 (centres undefined) | / | -38
90 | CCc1ccc(C2CC(c3ccc(F)cc3)Nc3nc(N)nn32)cc1 (centres undefined) | 4 | 8
91 | CC(C)(C)OC(=O)N1CCC(c2cc(=O)n3[nH]cc(C(=O)NC4CCCC4)c3n2)CC1 | / | 7
92 | Cc1ccc(NC2=NC(C(=O)Nc3ccc(C)c(C)c3)CC(=O)N2)cc1 (centres undefined) | 20 | 108
93 | Nc1nc(N2CCN(C/C=C/c3ccccc3)CC2)nc2ccccc12 | -2 | 5
94 | Cc1ccc(C)c(S(=O)(=O)n2cnc3ccccc32)c1 | -90 | -6
95 | CCOC(=O)c1cnc(-c2ccccc2)nc1Oc1ccc(Cl)cc1 | / | 3
96 | Cc1ccc(NCc2nnc(SCC(=O)Nc3ncc(C)s3)n2Cc2ccco2)c(C)c1 | 23 | 0
97 | COc1cc2c(cc1OC)C(c1cccnc1)CC(=O)N2 (centres undefined) | -6 | 15
98 | CC(C)(C)c1ccc(OCCC(=O)NC2=NCCS2)cc1 | / | 12
99 | Cc1nc(S(=O)(=O)N(C)c2ccccc2)c(C#N)c(C)c1Cl | 6 | -12
100 | Cc1cccc(N=C2N=C(N)c3ccccc32)c1 | / | 0
101 | C=CCNc1nc(-c2sc(NC(=O)CC)nc2C)cs1 | 33 | -10

Assay outcomes from PubChem.
